# Screening results deposited in PubChem BioAssay by several laboratories.
# PLK1 PBD inh: inhibitors of human Plk1 polo box domain binding. inhibition, %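 (tested at about 20 µM)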. actives 0.13% (n = 97,000). Plk1 PBD phosphopeptide binding, fluorescence polarization. AID 693; in the data active = inhibition above about 34%, passing the limit was not always enough
# EphB4 antag: blocks human EphB4 binding to ephrin-B2 | EphB4 LBD / TNYL-RAW-Alexa532 peptide, fluorescence polarization | inhibition, % at 7 µM | P54760 | actives 0.15% (n = 97,000) | AID 720;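 active = inhibition above the screen-wide mean inhibition plus 3 SD, cut at about 15% in these data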;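 also: 0% = DMSO wells and 100% = excess unlabeled TNYL-RAW peptide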
# PTPN22 inh 2: LYP (human) phosphatase inhibition | recombinant LYP catalytic domain, DiFMUP fluorescence | inhibition, % at 2 µM | actives 0.21% (n = 96,000) | Q9Y2R2;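 active = inhibition at 2 µM at or above a set limit, the screen mean plus 3 SD, cut at about 24% in these data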;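 also: 0% = DMSO with enzyme and 100% = enzyme fully blocked by orthovanadate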
# Target sequence (Q9Y2R2 whole entry, looked up, the tested form may be a part): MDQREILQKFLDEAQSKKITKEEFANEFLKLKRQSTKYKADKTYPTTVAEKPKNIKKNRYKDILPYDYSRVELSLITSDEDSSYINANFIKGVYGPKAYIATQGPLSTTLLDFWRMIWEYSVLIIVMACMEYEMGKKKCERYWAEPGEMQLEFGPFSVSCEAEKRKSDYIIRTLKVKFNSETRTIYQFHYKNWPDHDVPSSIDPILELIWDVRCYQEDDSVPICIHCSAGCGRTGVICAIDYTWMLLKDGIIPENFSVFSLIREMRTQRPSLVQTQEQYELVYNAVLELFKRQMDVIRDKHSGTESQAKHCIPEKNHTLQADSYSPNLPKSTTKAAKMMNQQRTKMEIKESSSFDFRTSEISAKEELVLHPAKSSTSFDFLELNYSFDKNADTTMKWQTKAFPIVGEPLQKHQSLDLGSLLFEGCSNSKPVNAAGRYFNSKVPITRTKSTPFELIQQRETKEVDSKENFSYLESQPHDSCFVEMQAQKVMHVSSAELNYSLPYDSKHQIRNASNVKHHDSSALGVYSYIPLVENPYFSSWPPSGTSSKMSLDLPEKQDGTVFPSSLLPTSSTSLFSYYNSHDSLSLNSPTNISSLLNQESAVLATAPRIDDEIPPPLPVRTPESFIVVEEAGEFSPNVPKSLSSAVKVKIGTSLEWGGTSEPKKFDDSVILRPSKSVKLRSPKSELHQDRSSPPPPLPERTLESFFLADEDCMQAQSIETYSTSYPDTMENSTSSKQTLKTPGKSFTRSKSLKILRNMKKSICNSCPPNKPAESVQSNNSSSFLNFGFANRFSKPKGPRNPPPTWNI
# CYP2C9 act: CYP2C9 (human) activation. recombinant CYP2C9, luciferin-H conversion, luminescence; hits give high values; factor 1 = untreated enzyme, 0 = blocked. activation factor at 5 µM. actives 1.4% (n = 96,000). AID 1024;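 active = activation factor of 2 or more for CYP2C9 at a 5 µM dose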;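 also: 0 = sulfaphenazole-blocked wells and 1 = vehicle-only wells; values of inactives mirror those of a sister screen read the other way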
# Rev-RRE block: disrupts HIV-1 Rev binding to RRE RNA. P05866. Rev peptide-RRE RNA binding, FRET. inhibition, % at 8 µM. actives 0.79% (n = 97,000);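 active = inhibition above the screen-wide mean plus 3 SD, cut at about 35% in these data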;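 also: 0% = median DMSO wells and 100% = median Neomycin B control wells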
# Target sequence (P05866 whole entry, looked up): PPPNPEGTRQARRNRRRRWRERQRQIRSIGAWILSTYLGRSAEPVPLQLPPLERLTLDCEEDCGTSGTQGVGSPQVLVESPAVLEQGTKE
#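 Assay system: labelled RRE RNA duplex and labelled Rev peptide / Medium: HEPES pH 7.5 salt buffer with EDTA / Reagent: labelled Rev peptide / Schedule: 5 + 15 min at 25 °C / Signal: FRET, excitation 480 nm, emission 540 nm donor and 671 nm acceptor / Benchmarks: DMSO and neomycin B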
# PLK1 inh: inhibitors of human PLK1 kinase; P53350; inhibition, % at 10 µM; actives 0.53% (n = 97,000); recombinant PLK1 kinase, TR-FRET peptide phosphorylation; AID 619;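 active = inhibition of 50% or more in the single-concentration screen; inactive = inhibition below 50%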;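 also: 0% = DMSO max control and 100% = H-89 dihydrochloride min control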
# Calb biofilm kill: kills Candida albicans biofilms; C. albicans biofilm + clotrimazole, Alamar Blue; inhibition, % at 6 µM; actives 0.14% (n = 85,000); AID 834;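 active = inhibition above 20%; inactive = inhibition below 20%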;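 also: preformed 24 hr biofilms exposed to compound for 48 hr; 0% = biofilm without compound and 100% = blank killed by clotrimazole plus chlorhexidine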
# LYP act: activators of human LYP (PTPN22) phosphatase; Q9Y2R2; recombinant LYP, DiFMUP fluorescence; 0 = plate median, 100 = signal doubled; activation, % at 2 µM; actives 0.11% (n = 96,000);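 active = activation at 2 µM above a set limit, the mean plus 5 SD, cut at about 37% in these data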
# CYP2C9 inh: human CYP2C9 inhibition; inhibition, % at 5 µM; actives 20% (n = 96,000); CYP2C9 Supersomes, luciferin-H conversion, luminescence; AID 777;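 active = blocking of liver enzyme CYP2C9 beyond about 50% at 5 µM, limit read from the data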; also: values of inactives mirror those of a sister screen read the other way
# * = called active by the depositor; . = no result given; [ ] = dose if it differs, or a comment.
# Second line of a record – PLK1 PBD inh, EphB4 antag, PTPN22 inh 2, CYP2C9 act, Rev-RRE block, PLK1 inh, Calb biofilm kill, LYP act, CYP2C9 inh
CC(C)(C)NC(=O)COC(=O)c1snc(C(=O)NC2CCCCC2)c1N
→ -13, 2, 9, 0.7, 6, -3, 6, -6, 27
CCOC(=O)N=S(N)(=O)c1ccc(Cl)cc1 (stereo not drawn)
→ 1, -4, 7, 1, 12, 18, -1, -7, -1
Cn1c(=O)c([N+](=O)[O-])c(NCc2ccccc2)c2ccccc21
→ 34, 3, 6, 1.1, 3, -6, ., -1, -6
Cc1ccc(C)n1-c1ncn[nH]1
→ 19, 0, -2, 1, 3, -3, 7, -1, -2
COc1ccccc1-c1cc(C(=O)Nc2ccc(F)cc2F)no1
→ 14, -4, 8, 1.5, 6, -14, ., -11, -49
COc1ccc(/C=N/n2c(SC)nnc(C(C)(C)C)c2=O)cc1OC
→ -7, -5, 0, 0.4, -1, -7, 10, -1, 57*
CCN(CC)C(=O)c1ccc(C(=O)c2ccccc2)cc1
→ 11, -5, -5, 0.9, -1, -4, 5, 5, 11
Cc1cc(C)n(CC(O)Cn2c3ccccc3c3ccccc32)c(=O)n1 (stereo not drawn)
→ 0, -9, 2, 0.3, 3, -7, -3, -3, 72*
C/C(=N\NC(=O)CSCc1cccc(Br)c1)c1ccc([N+](=O)[O-])cc1
→ -13, 10, 4, 0.6, 3, -4, ., -2, 40
COc1ccccc1NC(=O)CSc1nc(N)cc(N)n1
→ 1, 3, 2, 1.7, 3, -12, 8, -2, -73
COC(=O)c1ccc(-n2nnnc2SCc2nn[nH]n2)cc1
→ -31, 0, -5, 1.1, 7, -10, 0, 4, -5
CC(=O)Nc1ccc(S(=O)(=O)Nc2nc3c(s2)CCCC3)cc1
→ 6, 7, -10, 0.6, 8, -10, 5, 6, 43
O=C(NCCc1ccccc1Cl)C1CCN(S(=O)(=O)c2cccs2)CC1
→ 5, -6, -8, 0.7, 9, -24, 4, 5, 26
Cc1ccc(CC(=O)Nc2nc3ccccc3s2)cc1
→ -32, 3, 8, 0.7, 5, -4, 6, -6, 34
N#Cc1c(NC(=O)CN2C(=O)c3ccccc3C2=O)oc(-c2ccccc2)c1-c1ccccc1
→ 10, -5, 11, ., 2, -18, 4, -12, .
Cc1nn(C)cc1C(=O)NNC(=S)Nc1ccc(Cl)cc1
→ -11, 0, 1, 0.8, 4, -10, ., 4, 19
C/C(N)=C(/C#N)C(=O)COC(=O)c1ccc(C)c(S(=O)(=O)N2CCCCC2)c1
→ -27, 0, 0, 0.4, 12, -9, ., 3, 62*
CCn1c(SCc2ccc(C)cc2)nnc1C1CCN(S(=O)(=O)c2ccc(OC)cc2)CC1
→ -35, 1, 3, 1.8, 0, -10, ., 1, -78
O=C(CN(Cc1ccco1)C(=O)CNS(=O)(=O)c1ccccc1)NCc1ccccc1
→ -3, 11, -13, 0.7, 9, -13, -4, 9, 27
CC1(C)Oc2cc(N)c([N+](=O)[O-])cc2O1
→ 5, -1, 3, 0.8, 8, -7, ., 0, 16
COc1ccccc1N1CCN(C(=O)c2cccc(N3C(=O)NC4CC3(C)Oc3ccccc34)c2)CC1 (stereo not drawn)
→ -20, 3, 2, 0.9, 6, -11, 3, 0, 13
C=CCn1c(C)cc(C(=O)COc2ncnc3sccc23)c1C
→ -7, 1, 3, 1, 12, -4, 10, -5, 2
Cc1ccc(C(=O)N2CCN(S(C)(=O)=O)C2)cc1
→ 11, -8, -11, 1, 7, -12, 11, 10, -3
CCOC(=O)CSc1nnc(CSc2nc3ccccc3c(=O)[nH]2)n1-c1ccccc1
→ 1, 3, 3, 0.5, 2, -4, 2, -7, 48
O=c1ccccn1Cc1ccccc1F
→ -4, 7, -4, 1.2, 4, -6, 5, 1, -16
CCOc1ccccc1C(=O)Nc1cc(OC)ccc1OC
→ -2, -6, 1, 0.6, 15, 7, ., -4, 38
Cc1cc(N2CCN(c3ccc(F)cc3)CC2)nc(-c2ccccc2)n1
→ -23, -1, -4, ., 13, -7, 9, 4, .
CCn1ccc(C(=O)Nc2ccc(N(C)C(C)=O)cc2)n1
→ 52*, 6, 4, 1.1, 4, -4, ., -4, -10
C=CCn1c(C)cc(C(=O)COC(=O)COc2ccccc2C#N)c1C
→ 7, -2, 2, 1.3, 1, -13, 11, -1, -30
CN(Cc1nc2ccccc2n1C)S(=O)(=O)c1ccc(F)cc1
→ -10, -7, 1, 2.7*, -1, -10, 5, -2, -167
COc1ccccc1N(C(C)=O)C1SC(=O)N(c2ccccc2)C1=O (stereo not drawn)
→ 1, -6, -2, 1.1, -2, -13, 7, -1, -7
CCNC(=O)N1C(CC(=O)OCC)C(=O)NC2CCCCC21 (stereo not drawn)
→ -25, 5, -7, 1.1, 5, -14, 2, 7, -15
Cc1ccc(C)c(S(=O)(=O)N2CCN(C(=O)c3cnccn3)CC2)c1
→ -23, 3, 8, 0.5, 0, -5, 2, -4, 51*
Cc1cc(C)cc(Nc2cnn(C34CC5CC(CC(CC(=O)O)(C5)C3)C4)c(=O)c2Cl)c1
→ -6, 0, -1, 1.2, -4, 1, 4, 0, -20
Cc1cc(C(=O)CN2C(=O)c3ccccc3C2=O)c(C)n1Cc1cccs1
→ -14, 10, 4, ., 7, -5, 0, -1, .
CCOc1cc(/C=N/N=C(\N)c2nonc2N)cc(Br)c1OCc1cccc2ccccc12
→ 1, 4, 5, 1, 16, -12, 6, -5, 1
CC(C)CC(c1nnnn1C(C)C)N1CCN(c2cccc(Cl)c2)CC1 (stereo not drawn)
→ 1, -4, -6, 0.6, 6, -3, 10, 4, 36
Cc1cccc(OCc2nc(C#N)c(NCc3ccc4c(c3)OCO4)o2)c1
→ 11, 4, 4, 0, 13, -2, -3, -3, 97*
c1ccc(C2C3=C(Nc4ncnn42)c2ccccc2CCC3)cc1 (stereo not drawn)
→ 4, 6, -2, 0.7, 4, -2, 4, 0, 30
COc1ccc(N=C/C=C2\C=C(c3ccccc3)OC(C)(C)O2)cc1
→ -11, -6, -3, ., 15, -9, 6, -1, .
CCOC(=O)C(CSCC(=O)c1ccc(Br)cc1)NC(=O)OC(C)(C)C (stereo not drawn)
→ -12, 3, 7, 0.2, 4, -5, 1, -6, 82*
Cc1ccccc1NC(=O)Cn1cnc2c(oc3ccccc32)c1=O
→ 23, -4, 6, 0.4, 10, -9, 10, -3, 59*
COC(=O)c1cc(Br)c(=O)n(Cc2cccnc2)c1
→ 8, 1, 6, 0.8, 6, -7, 6, -2, 16
CC(C)OC(=O)CSc1nnnn1-c1ccc2c(c1)OCCO2
→ 0, -5, -31, 1.2, -2, -8, 1, 27, -22
Cc1ccc(C(=O)NC(=S)Nc2cccc3nsnc23)cc1
→ 28, 5, 8, ., 3, -16, ., -6, .
Cc1ccc(S(=O)(=O)N2CCCC(C(=O)NC3=NCCS3)C2)cc1 (stereo not drawn)
→ -17, -3, -7, 1, -2, -6, ., 12, -1
CCOC(=O)c1ccc2[nH]c(C)c(C)c2c1
→ 5, -11, -13, ., -5, -14, 8, 13, .
O=C(C1CCN(S(=O)(=O)N2CCOCC2)CC1)N1CCc2ccccc21
→ 8, -6, -4, 0.9, 0, 0, 4, 3, 9
CN(Cc1cc2ccccc2[nH]c1=O)C(=O)C1CCCCC1
→ 28, -7, 10, 1.2, -1, -5, 4, -10, -18
Nc1cccc(-c2nc3ccccc3[nH]2)c1
→ -10, -6, -19, ., 5, -10, 7, 15, .

# Remaining list, next part:
# Second line of a record – PLK1 PBD inh, EphB4 antag, PTPN22 inh 2, CYP2C9 act, Rev-RRE block, PLK1 inh, Calb biofilm kill, LYP act, CYP2C9 inh
CC1CCN(c2nc3ccccc3nc2C(C#N)C(=O)OC2CCCCC2)CC1 (stereo not drawn)
→ -6, 2, 11, 0.9, 10, -14, -10, -13, 15
O=C(CCn1nnc2ccccc21)Nc1nnc(COc2ccccc2F)s1
→ -11, 3, 9, 0.9, 0, -12, 3, -8, 10
O=C(OCC(=O)N1CCN(c2ccccc2)CC1)c1cccc(Cl)c1
→ -12, 9, 1, ., 9, -6, 8, 1, .
O=c1oc2ccccc2n1Cn1c(=O)oc2ccccc21
→ -7, 5, 1, 0.8, 7, -14, 4, -3, 21
O=c1c2ccc(-c3nnc4n3-c3ccccc3SC4)cc2nc2n1CCCCC2
→ -26, -2, 1, ., 6, -14, ., 3, .
CN(C)c1ccc(/C=C/c2cc[n+](C)cc2)cc1
→ -83, -4, -6, 1, 49*[fluorescence artefact?], -43, -1, 2, 0
O=C(CSc1nnc(-c2cccs2)n1-c1ccccc1)NCc1ccc2c(c1)OCO2
→ -19, 6, 3, 0.1, 3, -14, 3, -7, 92*
NNC(=O)Cc1cn(-c2ncc(C(F)(F)F)cc2Cl)c2ccccc12
→ 2, -4, -2, 0.9, 9, -4, 3, 1, 8
CC(C)n1c(NCc2nc3ccccc3n2C)nc2ccccc21
→ 1, 4, 2, 0.5, 2, -8, 5, -2, 54*
CSc1ccc(NC(=O)CC(C)=O)cc1
→ -17, 6, -10, 1.1, 5, 1, ., 10, -14
O=C(CSc1ncnc2c1nnn2-c1ccc(F)cc1)NCc1ccco1
→ 30, -8, -2, ., 1, -14, 9, -3, .
c1ccc(Cn2nnc(-c3ccccc3)n2)cc1
→ 0, 3, 2, ., 0, -4, 7, -4, .
Cc1nc2sccn2c1-c1csc(NCc2ccccc2)n1
→ -15, 0, -3, 0.4, -3, 8, -1, 2, 62*
CCN(CC)C(=O)C1CCN(S(=O)(=O)c2ccc(C3CNC(=O)C3)cc2)CC1 (stereo not drawn)
→ 0, 2, 3, 0.8, 5, -2, ., -5, 18
COc1ccc2nc(C)[nH]c(=O)c2c1
→ -15, 6, 0, 0.9, 8, -9, 11, -2, 10
Cc1nc2cc(N3CCOCC3)c(NC(=O)C3CC3)cc2c(=O)n1Cc1ccccc1
→ -25, -7, -16, 0.7, 5, -3, 6, 15, 28
COc1ccc(-c2nn(-c3ccccc3)cc2C(=O)O)cc1
→ 19, 4, 10, 1.1, 10, -4, 2, -10, -7
CC1CN(S(=O)(=O)c2cccc(C(=O)OCC(=O)Nc3ccc4c(c3)OCO4)c2)CC(C)O1 (stereo not drawn)
→ -17, -2, 2, 0.5, 9, -2, 10, -3, 46
COc1ccc(C(=O)C2CN(c3ccccc3)CC2c2ccc(Cl)cc2)cc1 (stereo not drawn)
→ 9, -9, -11, 0.4, -1, -227, ., 8, 63*
Cc1ccc(S(=O)(=O)CC(=O)N2CCCCCC2)cc1
→ 1, 4, 8, 1, 4, -8, 8, -10, 2
COc1cccc(-c2nc(-c3ccccc3)no2)c1
→ -4, 1, 4, 1, 18, -7, 0, -4, -3
CCc1nnc(NC(=O)CSc2nnc(-c3ccccc3OC)n2-c2ccc(C)cc2)s1
→ -10, -4, 4, 0.3, -2, -9, 4, -5, 72*
COC(=O)CSc1ncnc2c1sc1nc(-c3ccco3)c3c(c12)CC(C)(C)OC3
→ -14, -6, 2, 0.9, -1, -11, ., -6, 6
CCOc1ccc(CCNC(=O)CCc2nc(-c3ccc(C)cc3)no2)cc1OCC
→ 12, 4, -6, 0.6, 3, -6, 10, 6, 41
C(#CCN1CCOCC1)COC(c1ccccc1)c1ccccc1
→ -11, 5, -10, ., 5, -9, 7, 9, .
CC(C)(C)NC(=O)NC(=O)CN1CCN(c2ncc(C(F)(F)F)cc2Cl)CC1
→ -1, -3, 9, 0.8, 4, 0, 4, -6, 23
CC1=CC(C)(C)Nc2ccccc21
→ -11, 6, -6, 1.2, 7, -7, 5, 3, -18
O=C(Nc1ccc(OC(=O)c2cccs2)cc1)c1ccco1
→ -1, -6, -1, 1.2, 0, -7, -1, -1, -18
COC(=O)c1[nH]c2ccc(Br)cc2c1NC(=O)C(C)N1CCN(C2CCCCC2)CC1 (stereo not drawn)
→ 11, 5, 3, 0.7, 2, 10, 4, -4, 30
